Screening results: PubChem BioAssay, Broad Institute
E-sel inducer: induces E-selectin expression in human endothelial cells. P16581. HUVEC E-selectin immunofluorescence imaging; normalized: neutral wells 0, TNF-alpha wells 100. activation, % at 7.58 µM. 0.37% of 260,000 active. AID 686992;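 active = mean E-selectin-positive cell signal at least 10% of the positive control, reached in at least 60% of replicates, without over 20% cell loss; inconclusive = no rule given, readout overlaps actives, possibly toxicity-flagged; inactive = the rest, including those meeting only one limit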;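 note: in these data hits start at about 27%; measured in HUVEC primary endothelial cells; signal is the percent of cells scored E-selectin positive by PE staining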
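Assay system: HUVEC primary endothelial cells. Input: 3,000 HUVEC seeded per well. Doses: one compound dose added by pin transfer. Read-out basis: % PE-positive cells. Benchmarks: TNF-alpha high, DMSO low. Detection: immunofluorescence imaging. Buffer or medium: EGM-2, gelatin.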
RAD54 inh: blocks human RAD54 Holliday junction branch migration | Q92698 | 0.14% of 360,000 active | inhibition, % at 10.4 µM | FAM/BHQ fluorescence;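 active = mean normalized replicate activity at least 40 and at least half of replicates scoring 40 or more; inconclusive = only one of the two criteria met; inactive = mean below 40 and under half of replicates reaching 40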;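 note: 0% = median of neutral control wells and 100% = median of positive control wells; inhibitors cause a drop in the FAM fluorescence signal; in these data hits start at about 50%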
Target sequence (Q92698 whole entry, looked up): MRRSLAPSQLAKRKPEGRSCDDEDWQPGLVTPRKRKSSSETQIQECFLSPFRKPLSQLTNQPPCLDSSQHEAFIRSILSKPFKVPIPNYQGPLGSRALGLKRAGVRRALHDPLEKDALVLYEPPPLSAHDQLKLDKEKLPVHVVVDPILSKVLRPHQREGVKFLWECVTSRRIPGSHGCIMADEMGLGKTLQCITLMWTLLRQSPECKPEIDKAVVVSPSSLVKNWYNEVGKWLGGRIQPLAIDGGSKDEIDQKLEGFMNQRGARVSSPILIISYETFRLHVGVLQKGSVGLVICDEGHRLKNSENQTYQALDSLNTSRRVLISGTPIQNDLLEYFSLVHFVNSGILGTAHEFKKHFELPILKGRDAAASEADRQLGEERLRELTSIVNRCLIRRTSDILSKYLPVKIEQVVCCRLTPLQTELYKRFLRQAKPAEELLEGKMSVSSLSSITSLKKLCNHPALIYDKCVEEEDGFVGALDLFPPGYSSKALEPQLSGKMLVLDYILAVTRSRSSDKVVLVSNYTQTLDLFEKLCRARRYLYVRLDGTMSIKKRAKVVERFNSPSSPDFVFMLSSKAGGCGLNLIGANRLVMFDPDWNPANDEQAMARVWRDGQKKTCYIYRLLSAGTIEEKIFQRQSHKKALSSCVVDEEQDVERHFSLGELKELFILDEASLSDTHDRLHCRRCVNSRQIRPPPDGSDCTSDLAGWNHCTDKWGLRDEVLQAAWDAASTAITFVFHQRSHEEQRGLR
DENV2 CPE rescue: DENV2-induced cell death inhibition; DENV2-infected cells, cytopathic effect rescue, plate reader; CPE inhibition, % at 9.99 µM; 1.7% of 350,000 active; AID 651640; in the data active = CPE inhibition above about 20%, passing the limit was not always enough; inconclusive = no clear call, values can overlap the other calls; tested in BHK-21 cells;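 note: 0% = median of neutral control wells and 100% = median of positive control wells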
GSIS activator: primary screen for activators of insulin secretion dependent on glucose, INS-1E cells, GLuc reporter luminescence. INS-1E GLuc reporter insulin secretion, 2-3 h. activation, % at 16.6 µM. 0.61% of 370,000 active;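 active = lowest replicate activation of at least 40%, so every replicate reaches that level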;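 note: 0% = median of neutral control wells and 100% = median of IBMX positive control wells; some compounds called inactive have numbers as strong as hits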
CASP6 VEID inh: inhibitors of human caspase-6. AID 686996. P55212. 0.53% of 350,000 active. inhibition, % at 12.5 µM. purified caspase-6, Z-VEID-R110 cleavage fluorescence;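 active = mean inhibition across replicates at least about 35%, with every replicate also reaching that limit, limit read from the data; inconclusive = only one of the two criteria met; inactive = neither criterion met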;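 note: 0% = median of neutral control wells and 100% = no fluorescence left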
Target sequence (P55212 24-179 limits assumed): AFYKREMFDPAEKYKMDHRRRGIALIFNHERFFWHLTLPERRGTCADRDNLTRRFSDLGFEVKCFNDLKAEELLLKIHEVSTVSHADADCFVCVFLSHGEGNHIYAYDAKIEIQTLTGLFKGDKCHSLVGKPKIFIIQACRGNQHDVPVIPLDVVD
Target sequence (P55212 194-293 limits assumed): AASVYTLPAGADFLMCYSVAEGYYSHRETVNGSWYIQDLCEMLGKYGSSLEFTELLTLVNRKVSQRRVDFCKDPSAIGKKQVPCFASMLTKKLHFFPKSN
XiGFP reactiv: activators of X-chromosome reactivation in mouse fibroblasts. XiGFP mouse fibroblasts, % GFP-positive cells imaging, 3 d; cells co-treated with 5-aza-dC sensitizer; scaled so ellipticine positive control = 100%. activation, % at 7.58 µM. 0.055% of 360,000 active. AID 743238;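 active = mean normalized replicate activation at least 10% and every replicate at or above 10%; inconclusive = only one of the two criteria met; inactive = mean below 10% and not all replicates reach 10%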;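 note: 0% = median of on-plate neutral control wells and 100% = ellipticine 6 µM median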
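System: XiGFP fibroblasts, SV40-immortalized. Medium: DMEM plus 5-aza-dC sensitizer. Doses: single point. Timing: 3 d treatment, 15 min room-temperature fixation. Control set: ellipticine 6 µM.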
CFTR F508del cor: correctors of CFTR F508del function in bronchial epithelial cells. CFBE cells, YFP halide quenching; stimulated with forskolin plus potentiator P3; % fluorescence drop versus neutral controls. activity (quench increase), % at 7.58 µM. 0.36% of 350,000 active;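 active = mean added fluorescence quench of at least 8% versus neutral control, with both replicates also reaching 8%; inconclusive = only one of the mean or replicate conditions met; inactive = mean below 8% and not both replicates reaching 8%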;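 note: cells transiently co-express mutant CFTR-F508del with the halide-sensitive YFP; corrector assay measuring rescue of mutant channel to the surface after 24 h compound exposure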
RAD52 anneal inh: inhibitors of human RAD52 DNA annealing; P43351; 0.46% of 360,000 active; inhibition, % at 18.7 µM; recombinant RAD52 DNA annealing, FRET fluorescence;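 active = every replicate showing at least 50% inhibition; inconclusive = mean inhibition at least 50% but not in every replicate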
* hit, by the source's call; & = joins results of further samples. An unsorted share of the library; about 3.7% have a hit in one of these screens.

`Cc1ccc(C2=NNC(c3cccc(F)c3)S2)cc1` (stereo not given) gave E-sel inducer 6.4, DENV2 CPE rescue -6, CASP6 VEID inh 2, XiGFP reactiv -0.1, CFTR F508del cor 2.9 and RAD52 anneal inh -1.
For Cc1cccc(-c2nc(CS(=O)CC(=O)NC(C)CCc3ccccc3)c(C)o2)c1 (stereo not given) the results were RAD54 inh 1, DENV2 CPE rescue -4, GSIS activator -25, CASP6 VEID inh 6, XiGFP reactiv 0.1, CFTR F508del cor 2.3 and RAD52 anneal inh -15.
`CC(NC(=O)CCNS(=O)(=O)c1cccc2nsnc12)c1ccccc1` (stereo not given) gave E-sel inducer 0.0, RAD54 inh 0, DENV2 CPE rescue 7, GSIS activator 10, CASP6 VEID inh 5, XiGFP reactiv 0.0, CFTR F508del cor -2.9 and RAD52 anneal inh -2.
`COC(=O)C[C@@H]1C[C@@H]2c3cc(N)ccc3O[C@@H]2[C@H](CO)O1` gave RAD54 inh -6, DENV2 CPE rescue 2, GSIS activator 7, CASP6 VEID inh -2, XiGFP reactiv 0.1, CFTR F508del cor -0.6 and RAD52 anneal inh -49.
For CCCC(C)NC(=O)c1c2c(nc3ccccc13)CCC2 (stereo not given) the results were GSIS activator 11, CASP6 VEID inh 8, XiGFP reactiv 0.0, CFTR F508del cor -1.9 and RAD52 anneal inh -14.
Screening O=C(CN1CCN(c2ccccc2)CC1)Nc1ccc2c(c1)OCCO2 returned E-sel inducer 0.0, DENV2 CPE rescue -7, GSIS activator 3, CASP6 VEID inh -5, XiGFP reactiv 0.1, CFTR F508del cor 3.0 and RAD52 anneal inh -10.
`COc1ccccc1CNc1nc(NCc2ccccc2OC)c2sccc2n1` gave E-sel inducer -1.2, RAD54 inh 0, DENV2 CPE rescue 5, GSIS activator -27, CASP6 VEID inh 1, XiGFP reactiv 0.0, CFTR F508del cor -3.7 and RAD52 anneal inh -10.
`Cc1cc(-c2ccc(S(=O)(=O)N3CCN(c4ccccc4F)CC3)s2)on1` gave RAD54 inh 11, DENV2 CPE rescue 10, GSIS activator 2, CASP6 VEID inh -3, XiGFP reactiv 0.0, CFTR F508del cor 3.3 and RAD52 anneal inh -16.
`CO[C@H]1CN(C)C(=O)c2ccc(NS(C)(=O)=O)cc2OC[C@H](C)N(CC2CC2)C[C@@H]1C` gave E-sel inducer -0.2, RAD54 inh -6, DENV2 CPE rescue 2, GSIS activator 5, CASP6 VEID inh 4, XiGFP reactiv 0.0, CFTR F508del cor -1.9 and RAD52 anneal inh 6.
`CCc1csc(N2[C@H](CO)[C@H](c3ccccc3)[C@@H]2CNC)n1` gave E-sel inducer -0.3, RAD54 inh 0, DENV2 CPE rescue 7, GSIS activator 2, CASP6 VEID inh 0, XiGFP reactiv 0.0, CFTR F508del cor 2.5 and RAD52 anneal inh -13.
COc1ccc(OC)c2c1sc(=NC(=O)C(C)C)n2C was read as E-sel inducer 0.8, RAD54 inh 1, DENV2 CPE rescue 0, GSIS activator -22, CASP6 VEID inh 1, XiGFP reactiv 0.1, CFTR F508del cor 1.0 and RAD52 anneal inh 2.
`O=C(O)c1ccccc1Nc1cc(Cl)c2nonc2c1[N+](=O)[O-]` gave E-sel inducer -0.1, RAD54 inh -5, DENV2 CPE rescue 9, GSIS activator -14, CASP6 VEID inh 3, XiGFP reactiv 0.1, CFTR F508del cor 0.0 and RAD52 anneal inh -22.
For CCN(CC)CCC(O)(c1ccc2c(c1)OCO2)c1cc(OC)c(OC)c(OC)c1 (stereo not given) the results were E-sel inducer -0.9, RAD54 inh -3, DENV2 CPE rescue -11, GSIS activator -9, CASP6 VEID inh 1, XiGFP reactiv 0.4, CFTR F508del cor -1.4 and RAD52 anneal inh -1.
For CN(c1ccccc1)S(=O)(=O)c1ccc(Cl)c(C(=O)OCC(=O)N2CCOCC2)c1 the results were E-sel inducer -1.9, RAD54 inh -3, DENV2 CPE rescue -4, GSIS activator 6, CASP6 VEID inh 3, XiGFP reactiv 0.3, CFTR F508del cor 2.4 and RAD52 anneal inh 0.
For O=S(=O)(c1ccc(F)cc1)N1CCCCN2[C@@H](CO)[C@@H](c3ccc(-c4cncnc4)cc3)[C@@H]2C1 the results were E-sel inducer 0.0, RAD54 inh 0, DENV2 CPE rescue -7, GSIS activator -3, CASP6 VEID inh 2, XiGFP reactiv 0.5, CFTR F508del cor -0.1 and RAD52 anneal inh -1.
Screening CC(=O)N(C[C@@H]1N[C@@H](CO)[C@H]1c1ccc(-c2cccnc2)cc1)C1CCCC1 returned E-sel inducer 0.1, RAD54 inh 3&2, DENV2 CPE rescue 14&-6, GSIS activator -4, CASP6 VEID inh 0&-4, XiGFP reactiv 0.1, CFTR F508del cor 3.1&-0.3 and RAD52 anneal inh -13&-17.
Screening COc1ccc(CNC(=O)C[C@H]2C[C@H]3c4cc(NC(=O)C5CCC5)ccc4O[C@H]3[C@H](CO)O2)cc1 returned E-sel inducer -0.5, RAD54 inh -14, DENV2 CPE rescue 3, GSIS activator 1, CASP6 VEID inh -2, XiGFP reactiv 0.0, CFTR F508del cor -4.8 and RAD52 anneal inh 18.
C[C@@H]1CN([C@@H](C)CO)C(=O)c2cc(NC(=O)Nc3ccc(F)cc3)ccc2O[C@@H]1CN(C)C was read as E-sel inducer -1.0, RAD54 inh 4, DENV2 CPE rescue 5, GSIS activator -2, CASP6 VEID inh 2, XiGFP reactiv 0.0, CFTR F508del cor -1.9 and RAD52 anneal inh 8.
Screening O=C1O[C@@H](c2ccccc2)C[C@@H](O)[C@H](O)CCc2ccccc21 returned E-sel inducer 0.1, DENV2 CPE rescue -9, GSIS activator 2, CASP6 VEID inh -4, XiGFP reactiv 0.1, CFTR F508del cor -0.5 and RAD52 anneal inh -16.
`O=C(Oc1ccccc1)N1CCN(C(=O)c2ccco2)CC1` gave RAD54 inh 2, DENV2 CPE rescue -6, GSIS activator 18, CASP6 VEID inh 0, XiGFP reactiv 0.3, CFTR F508del cor 0.5 and RAD52 anneal inh -9.
For Cc1cccc(NC(=O)CSCC(=O)Nc2ccc(S(=O)(=O)N3CCCCC3)cc2)c1 the results were E-sel inducer 0.8, RAD54 inh -2, DENV2 CPE rescue 0, GSIS activator 5, CASP6 VEID inh -3, XiGFP reactiv 0.0, CFTR F508del cor 1.0 and RAD52 anneal inh -4.
`CO[C@@H]1CC[C@@H]2CCOc3ccc(C#N)cc3C(=O)N(C)[C@H](C)C(=O)N(C)C[C@@H]1O2` gave E-sel inducer 0.3, RAD54 inh 10, DENV2 CPE rescue 2, GSIS activator 5, CASP6 VEID inh 1, XiGFP reactiv 0.4 and RAD52 anneal inh -2.
For C[C@H](O)C#Cc1cnc2c(c1)C(=O)N([C@@H](C)CO)C[C@@H](C)[C@H](CN(C)CC1CCCCC1)O2 the results were E-sel inducer 0.0, DENV2 CPE rescue -2, GSIS activator 20, XiGFP reactiv 0.2, CFTR F508del cor 1.0 and RAD52 anneal inh -7.
CNC[C@@H]1Oc2cc(-c3ccccc3F)ccc2S(=O)(=O)N([C@H](C)CO)C[C@H]1C was read as E-sel inducer 0.1, RAD54 inh -13, DENV2 CPE rescue 2, GSIS activator 2, CASP6 VEID inh 3, XiGFP reactiv 0.7, CFTR F508del cor -1.1 and RAD52 anneal inh -4.
For O=C(/C=C/c1cccc([N+](=O)[O-])c1)Nc1cc(C(=O)O)cc(C(=O)O)c1 the results were RAD54 inh 11, DENV2 CPE rescue -7, GSIS activator -13, CASP6 VEID inh 2, XiGFP reactiv 0.1, CFTR F508del cor -1.6 and RAD52 anneal inh -21.
For CCCCCCN1C[C@@H](O)[C@H](n2cc(-c3ccc(F)cc3)nn2)C[C@@H]1c1ccc(C)cc1 the results were E-sel inducer 0.5, RAD54 inh -9, DENV2 CPE rescue 72*, GSIS activator -20, CASP6 VEID inh -1, XiGFP reactiv 0.1, CFTR F508del cor 4.6 and RAD52 anneal inh -3.
For COc1cc(C(=O)OCC(=O)N2CCC(Cc3ccccc3)CC2)cc(OC)c1OC the results were E-sel inducer -0.1, RAD54 inh -3, DENV2 CPE rescue -5, GSIS activator -37, CASP6 VEID inh -1, XiGFP reactiv 0.3, CFTR F508del cor 2.6 and RAD52 anneal inh -14.
Cc1noc(C)c1S(=O)(=O)Nc1ccc2c(c1)C(=O)N([C@H](C)CO)C[C@H](C)[C@@H](CN(C)C(=O)Cc1ccccc1)OCCCC[C@H](C)O2 was read as E-sel inducer 2.1, RAD54 inh -3, DENV2 CPE rescue inconclusive, GSIS activator -10, CASP6 VEID inh 1, XiGFP reactiv -0.1, CFTR F508del cor -1.4 and RAD52 anneal inh -2.
CCN(CC)C(=O)C1=C(C)N(CCCN2CCCC2=O)C(=O)C(CC(=O)NCc2ccco2)C1 (stereo not given) was read as E-sel inducer -1.8, RAD54 inh -1, DENV2 CPE rescue 1, GSIS activator 5, CASP6 VEID inh 2, XiGFP reactiv 0.0, CFTR F508del cor -0.4 and RAD52 anneal inh -8.
For COc1ccc(NC(=O)C(c2ccncc2)n2c(=O)c(-c3cc4ccccc4[nH]3)nc3ccccc32)cc1 (stereo not given) the results were E-sel inducer 0.1, DENV2 CPE rescue -11, GSIS activator -2, CASP6 VEID inh 4, XiGFP reactiv 0.3, CFTR F508del cor 1.4 and RAD52 anneal inh -51.
For NC(=O)c1c(N)[nH]c(C(=O)c2ccccc2)c1-c1ccccc1Br the results were E-sel inducer -0.1, DENV2 CPE rescue -6, CASP6 VEID inh 0, XiGFP reactiv -0.1, CFTR F508del cor 2.3 and RAD52 anneal inh 1.
For CO/N=C/CC(=O)c1cnc(-c2ccc(Cl)cc2)s1 the results were RAD54 inh 0, DENV2 CPE rescue -1, GSIS activator -7, XiGFP reactiv 0.0, CFTR F508del cor 1.6 and RAD52 anneal inh -31.
`O=C(O)COc1ccc(S(=O)(=O)NCCc2ccccc2)cc1` gave E-sel inducer 0.0, RAD54 inh -1, DENV2 CPE rescue -1, GSIS activator 1, CASP6 VEID inh 0, XiGFP reactiv 0.1, CFTR F508del cor 3.2 and RAD52 anneal inh -21.
For CC(NC(=O)CCN1C(=O)c2ccccc2C1=O)c1ccc2c(c1)CCCC2 (stereo not given) the results were E-sel inducer 0.7, RAD54 inh -3, DENV2 CPE rescue 4, GSIS activator -2, CASP6 VEID inh -6, XiGFP reactiv 0.1, CFTR F508del cor -4.4 and RAD52 anneal inh -10.
For CO[C@H]1CN(C)C(=O)c2ccc(NC(=O)c3cc(C)on3)cc2OC[C@@H](C)N(C)C[C@H]1C the results were E-sel inducer -0.1, RAD54 inh 4, DENV2 CPE rescue 6, GSIS activator 2, CASP6 VEID inh 0, XiGFP reactiv 0.3, CFTR F508del cor -3.5 and RAD52 anneal inh 2.
COc1cccc(/C=C2\SC(N3CCC(C)CC3)=NC2=O)c1OC was read as E-sel inducer 0.5, RAD54 inh 6, DENV2 CPE rescue -3, GSIS activator -14, CASP6 VEID inh 2, XiGFP reactiv -0.1, CFTR F508del cor 3.4 and RAD52 anneal inh -12.
For Cc1cnc(C(=O)OCC(=O)NC(=O)c2ccccc2)cn1 the results were RAD54 inh -11, DENV2 CPE rescue -5, GSIS activator 1, CASP6 VEID inh -2, XiGFP reactiv 0.1, CFTR F508del cor 0.7 and RAD52 anneal inh -1.
